Source: PubChem BioAssay (several laboratories)
TROY signal inh: blocks TROY-dependent signaling in reporter cells. Q293 LMP1-TROYcd NF-kB luciferase reporter, 4 h. inhibition, % at 10 µM. 0.98% of 360,000 active. AID 1347056;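 active = compounds whose plate-normalised and pattern-corrected inhibition of the luciferase reporter signal at the single screening dose is 50% or more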
Peg3 promoter: Peg3 promoter activity inhibition | HeLa PEG-Prom luciferase reporter, luminescence, overnight | inhibition, % at 20 µM | 1.7% of 360,000 active | AID 588405;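 active = inhibition of at least 50% at 20 µM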
NR2E3 ag-1: human photoreceptor-specific nuclear receptor agonism; Q9Y5X4; CHO-S Gal4-NCOR/VP16-NR2E3 two-hybrid, luciferase; inhibition of corepressor binding, % at 3.98 µM; 0.35% of 360,000 active; AID 602229;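 active = inhibition above the mean of all tested compounds plus 3 SD, cut at about 70% in these data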;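 also: 0% = DMSO with NR2E3 transfected cells and 100% = cells lacking NR2E3 construct; higher means lower luciferase signal from less NR2E3 corepressor binding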
Target sequence (Q9Y5X4 whole entry, looked up, the tested form may be a part): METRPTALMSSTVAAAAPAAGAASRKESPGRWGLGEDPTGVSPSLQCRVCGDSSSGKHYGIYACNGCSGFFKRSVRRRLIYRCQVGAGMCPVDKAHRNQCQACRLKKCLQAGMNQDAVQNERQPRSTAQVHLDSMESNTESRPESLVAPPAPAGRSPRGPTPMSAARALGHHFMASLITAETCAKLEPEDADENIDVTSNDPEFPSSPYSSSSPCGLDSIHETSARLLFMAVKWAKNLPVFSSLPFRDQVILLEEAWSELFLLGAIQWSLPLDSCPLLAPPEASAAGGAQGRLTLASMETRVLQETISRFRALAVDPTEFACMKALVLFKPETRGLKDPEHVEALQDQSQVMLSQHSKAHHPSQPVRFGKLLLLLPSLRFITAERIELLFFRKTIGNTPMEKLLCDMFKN
HIF-2a inh: HIF-2a inhibition; 0.72% of 360,000 active; inhibition, % at 18.8 µM; 786-0 RCC cells HIF-2a reporter, luciferase luminescence, overnight;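 active = inhibition of the luminescence signal of 40% or more relative to plate controls, in a single-dose primary screen at 18.75 µM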
Shn3 3UTR inh: reduces Shn3 3'UTR luciferase signal in osteoblasts; Clone20 osteoblast Shn3 3'UTR firefly luciferase, 24 h; inhibition, % at 12.5 µM; 0.52% of 360,000 active; AID 588674;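 active = mean inhibition of at least 75% with every replicate also reaching 75%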;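 also: 0% = median of neutral control wells and 100% = pilot-screen positive control compound; some compounds past the cut are filed as inactive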
C8 TRAIL sens: caspase-8 TRAIL sensitization. inhibition (viability loss, TRAIL sensitization), % at 10 µM. 1% of 360,000 active. NB7+C8 cells + TRAIL, ATPlite viability luminescence;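 active = compounds causing at least 50% loss of cell viability in the single-dose screen, relative to plate controls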
TWEAK-Fn14 inh: blocks TWEAK-Fn14 interaction in a reporter cell assay. inhibition, % at 10 µM. 2% of 360,000 active. TWEAK-stimulated Fn14 reporter cells, luciferase luminescence, 8 h; in the data active = inhibition above about 50%
MITF TRPM1 inh: reduces MITF-dependent TRPM1 promoter luciferase signal | AID 488899 | 0.83% of 330,000 active | inhibition, % at 12.5 µM | SK-MEL-5 TRPM1 promoter luciferase, 24 h;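 active = mean inhibition across replicates of 60% or more, whatever share of single replicates reaches that level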; also: values of inactives mirror those of a sister screen read the other way
KKLEB tox: reduces viability of KKLEB cystic fibrosis airway cells; KKLEB CF airway cells viability, ATPlite luminescence, overnight; hits give low values; cells stimulated with P. aeruginosa culture filtrate; activity change (cytotoxicity), % at 5 µM; 0.36% of 360,000 active; AID 602141;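 active = corrected activity change at or below -50% at 5 µM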
CF NFkB block: cystic fibrosis NF-kB activation inhibition; KKLEB NF-kB-GFP reporter, PAF-induced, GFP fluorescence overnight; 0.86% of 360,000 active; inhibition, % at 5 µM;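 active = at least 50% inhibition at 5 µM, scaled per plate between neutral and stimulator controls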;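 also: PAF is a Pseudomonas aeruginosa culture filtrate used as stimulus; plate controls were PAF-stimulated DMSO wells for no effect and unstimulated DMSO wells for full effect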
NR2E3 ag-2: agonists of human nuclear receptor NR2E3; AID 2300; GST-NR2E3/biotin-RetCOR TR-FRET, 1536-well; 0.12% of 320,000 active; inhibition of corepressor binding, % at 4.78 µM;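 active = percent inhibition above the cutoff of mean plus 3 SD of all tested compounds, set per screening campaign, cut at about 20% in these data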;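 also: 0% = DMSO wells and 100% = biotin wells as full block of FRET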
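system = GST-tagged NR2E3 plus biotinylated RetCOR corepressor | input = 1.35 nM GST-NR2E3 | also added = 7 nM biotin-RetCOR | schedule = 5 h incubation at 4 °C | measured by = TR-FRET with europium anti-GST and streptavidin-D2, 340 nm excitation | read-out = percent loss of FRET ratio relative to control wells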
Active calls of the source: *; · = no result given. A portion of the library; count on the stated rates, not on these rows.

Screens in order: TROY signal inh	Peg3 promoter	NR2E3 ag-1	HIF-2a inh	Shn3 3UTR inh	C8 TRAIL sens	TWEAK-Fn14 inh	MITF TRPM1 inh	KKLEB tox	CF NFkB block	NR2E3 ag-2
- COc1cccc(N2CCN(C(=O)C3CCN(S(=O)(=O)c4ccc5c(c4)CC(C)N5C(C)=O)CC3)CC2)c1 (configuration not stated)
  3	1	-1	9	81	4	-5	5	-10	0	-1
- Cc1ccc[n+](CC(=O)Nc2ccc(Cl)c([N+](=O)[O-])c2)c1
  0	-6	5	11	17	-3	9	3	-14	-8	4
- COCCNC(=O)/C(C#N)=C/c1cc(C)n(-c2ccc(C)cc2)c1C
  -39	-255	-83	-243	-71	62*	-38	-46	-22	18	-1
- COC/C=C/C1=CC2=CC(=O)C(C)(OC(=O)c3cnc4ccccc4n3)C(=O)C2=CN1CCCOC(C)C (configuration not stated)
  -8	-5	-9	5	11	6	-1	7	14	-2	4
- Cc1ccccc1-n1ccnc1SCC(=O)Nc1cccc(S(=O)(=O)NC2=NCCC2)c1
  8	5	-33	8	16	-1	14	2	25	-18	·
- CCOc1ccc(Cn2nnc(C(=O)NCCc3ccccc3)c2N)cc1
  -38	-48	-40	-54	8	-6	-28	-32	-21	16	0
- N/C(=N\OC(=O)C(c1ccccc1)c1ccccc1)c1ccccn1
  -52	0	-27	-50	-14	42	-13	-10	6	5	1
- Cc1ccccc1NC(=O)C1CCN(C(=O)N2CCOc3ccccc32)CC1
  -7	6	1	4	3	-3	-2	·	14	-36	2
- CC(C)(C)NC(=O)N1CCC(CO)(Cc2ccccc2Cl)CC1
  -5	-8	0	20	19	5	-7	4	14	-11	3
- O=C(COC(=O)c1ccc(N2CCCC2=O)cc1)NCc1ccco1
  4	6	2	2	11	-7	-16	9	-5	10	0
- COc1ccc(CNC(=O)[C@@H](Cc2ccccc2)NC(=O)CC[C@H]2O[C@@H](n3ccc(=O)[nH]c3=O)[C@H](O)[C@@H]2O)cc1
  4	-5	0	3	36	0	8	·	1	2	·
- CCOC(=O)c1c(S(=O)(=O)Nc2cccc(-c3ccno3)c2)c(C)n(C)c1C
  9	5	-2	9	-62	-5	5	4	4	5	3
- CN(C1CCCCC1)S(=O)(=O)c1ccc(NC(=O)Cn2nc(-c3ccc(F)cc3)ccc2=O)cc1
  23	1	-12	17	-1	-7	39	-12	-3	-10	0
- CCCCN=c1sc(C(=O)OC)cc(=O)n1CCCC
  -14	7	-20	11	-14	8	17	-4	-1	-2	-4
- CCOC(=O)N1CCN(C(=O)CSc2nc(=O)n3cc(C)ccc3n2)CC1
  -23	4	9	12	11	-5	-16	2	-6	4	1
- Cc1cccc([C@@H](NC(=O)OC(C)(C)C)C(=O)OC(C)(C)C)c1
  8	-12	-9	10	-10	-5	-1	8	-10	11	3
- COc1ccc(CCNC(=O)c2cccc(C(=O)NCCc3ccc(OC)cc3)n2)cc1
  0	5	4	-17	9	5	16	3	-14	16	-1
- CCOC(=O)C1=CN(Cc2cccc(-c3ccc4c(c3)OCO4)c2)S(=O)(=O)N(C)C1C (configuration not stated)
  10	16	14	-15	43	7	2	6	-6	6	·
- CCN(CC(=O)NCc1cccs1)C(=O)c1ccc(S(=O)(=O)N(CC)c2ccccc2)cc1
  -1	20	-3	9	-17	4	13	4	4	-17	2
- Cn1c(CCNC(=O)c2ccc(F)cc2)nc2ccccc21
  11	9	-11	0	8	8	-5	-1	6	0	-1
- COC(=O)c1ccc(CSc2nnnn2C)o1
  20	-8	4	4	-2	10	-9	9	0	-6	2
- CSC[C@@H]1NC(=S)N(c2ccc(C)cc2)C1=O
  -1	47	12	10	13	20	39	9	-19	-6	5
- COc1ccc2c(c1)Sc1ccccc1N2
  12	-119	-9	-171	48	-1	3	-8	-12	13	·
- O=C(CCc1ccccc1)N1CCCC(Nc2ccc(F)cc2)C1 (configuration not stated)
  -2	-1	-18	2	4	-5	-12	-8	9	-4	5
- CC(C)C[C@H](NC(=O)c1nc[nH]c1C(=O)NCCNC(=O)OC(C)(C)C)C(=O)CNCCNC(=O)c1[nH]cnc1C(=O)N[C@@H](C)C(=O)OC(C)(C)C
  12	-3	15	-1	-7	-1	1	-6	2	20	·
- COc1ccc(NC(=O)CCC(=O)Nc2nnc(CC(C)C)s2)cc1Cl
  5	3	-28	4	-5	-14	-2	2	-16	0	1
- Fc1ccc(Nc2nc(-c3ccncc3)nc3ccccc23)cc1
  2	8	25	13	-1	-6	-5	-14	-36	46	-4
- CC1CCCCN1C(=O)CN1C(=O)CSc2ccc(S(=O)(=O)N3CCOCC3)cc21 (configuration not stated)
  -22	2	-16	0	9	14	7	-14	-3	15	1
- Cc1cc(C)cc(Nc2ccc3nonc3c2[N+](=O)[O-])c1
  6	4	2	19	4	2	-8	4	-7	7	-2
- CCOc1cc(S(=O)(=O)NCc2ccc3c(c2)OCO3)c(C)cc1C
  20	18	-8	1	-1	3	1	-3	-4	6	2
- Cc1cc(-c2nnc3n2N=C(c2ccc(F)cc2)CS3)n[nH]1
  -12	-5	-7	8	1	-16	1	-8	5	-8	-2
- CC(=O)c1cccc(NC(=O)C(C)OC(=O)c2ccc(Br)o2)c1 (configuration not stated)
  -7	13	10	-2	-26	6	9	4	-24	-14	-2
- Cc1ccc2cc(CCNC(=O)c3ccc(S(=O)(=O)N4CCOCC4)cc3)c(=O)[nH]c2c1
  15	21	-12	22	-2	-5	-4	9	-1	-34	3
- O=C(OCC(=O)N1CCCC1)c1cnc(Cl)c(Cl)c1
  -1	-11	-20	-8	-2	-9	8	-9	5	-15	·
- CCOC(=O)C1CCN(C(=O)c2cccc(S(=O)(=O)N3c4ccccc4CC3C)c2)CC1 (configuration not stated)
  2	4	7	-4	13	-19	21	6	6	-2	0
- O=C(c1ccco1)N1CCN(c2ncnc3c2cnn3-c2ccccc2)CC1
  -20	-174	-71	-202	-36	-2	-25	-28	-5	-18	-2
- Cc1nc2ccc(S(=O)(=O)NCC(=O)NCc3ccc(Cl)cc3)cc2s1
  -5	11	-18	11	-2	8	15	4	3	-19	-2
- Cc1ccccc1OCC(=O)NCCNC(=O)c1ccccn1
  0	-4	2	-5	-24	0	5	10	-2	-6	1
- Cc1onc(-c2ccccc2Cl)c1C(=O)N1C=CC(C(F)(F)F)=NCC1
  13	15	-30	20	0	-11	15	-5	1	-1	3
- O=C(CNc1ccc2ccccc2c1)N/N=C/c1ccc(OC(=O)/C=C/c2ccco2)cc1
  2	-27	-3	-32	75	-4	2	10	-10	-15	-3
- NC(=O)/C(=N\O)c1ccccc1
  7	-12	10	2	-4	-1	-22	1	-2	-2	-2
- O=C1OCC/C1=C\OCCCO/C=C1\CCOC1=O
  8	-12	2	11	4	-38	9	-5	-1	12	-3
- COC(=O)c1cc(Br)ccc1N(Cc1cc(OC)cc(OC)c1)S(C)(=O)=O
  -10	8	-1	15	8	7	8	4	-2	-6	2
- Cc1cc(C)n(-c2ncccc2[N+](=O)[O-])n1
  -9	10	4	11	-1	-6	14	10	-6	-17	1
- COc1ccc(NC(=S)Nc2ccccn2)cc1
  -92	-261	-76	-310	-18	-1	-4	-74	-1	10	3
- CCN1C(=NCCc2ccc([N+](=O)[O-])cc2)N[C@@H](c2ccccc2)[C@H](C(=O)OC)[C@H]1C
  -7	-14	-6	12	-2	10	6	-13	9	-6	·
- COC(=O)CN(c1ccccc1)S(=O)(=O)c1ccccc1
  -22	9	6	11	15	-26	10	7	2	6	2
- COCCNCCOc1ccccc1-c1ccccc1
  -2	7	-12	10	5	-4	-11	-5	2	0	3
- Nc1ncnc(NC2CCS(=O)(=O)C2)c1[N+](=O)[O-] (configuration not stated)
  19	-25	-18	11	-2	2	20	12	-6	52*	0
- COC(=O)c1nnn(-c2ccc(F)c(Cl)c2)c1C(=O)OC
  11	3	-18	18	3	-5	17	11	4	-10	0
- CC(NC(=O)CC1Sc2ccccc2NC1=O)c1ccccc1 (configuration not stated)
  18	2	3	7	-2	-7	-9	6	2	1	-3
- CC(Sc1ncc(C(F)(F)F)cc1Cl)C(=O)NCC1CCCO1 (configuration not stated)
  23	13	-5	11	18	2	-8	7	1	4	3
- Cc1cc(C(=O)COc2ccc3ccc(=O)oc3c2)c(C)n1C
  -3	-26	-19	-52	-9	9	-10	-8	10	-24	4
- O=C(Nc1ccc2c(c1)CN(Cc1ccco1)CC2)C1CCCO1 (configuration not stated)
  14	11	-11	14	-17	-16	-13	-14	-2	10	3
- CN1C(=O)CSC1=Nc1cccc(Cl)c1
  18	3	0	8	22	-7	-12	3	21	-9	2
- CCc1ncc(C(=O)c2ccc(OC)cc2)n1C
  -14	-10	6	-53	39	18	9	-23	-5	-1	-1

One compound at a time (already shown).
CCc1ncc(C(=O)c2ccc(OC)cc2)n1C as listed: TROY signal inh = -14; Peg3 promoter = -10; NR2E3 ag-1 = 6; HIF-2a inh = -53; Shn3 3UTR inh = 39; C8 TRAIL sens = 18; TWEAK-Fn14 inh = 9; MITF TRPM1 inh = -23; KKLEB tox = -5; CF NFkB block = -1; NR2E3 ag-2 = -1
Cc1cc(C)n(-c2ncccc2[N+](=O)[O-])n1 as listed: TROY signal inh = -9; Peg3 promoter = 10; NR2E3 ag-1 = 4; HIF-2a inh = 11; Shn3 3UTR inh = -1; C8 TRAIL sens = -6; TWEAK-Fn14 inh = 14; MITF TRPM1 inh = 10; KKLEB tox = -6; CF NFkB block = -17; NR2E3 ag-2 = 1
